Bioassay records (PubChem BioAssay)
All columns: NCI-60 one-dose screen, growth in % after 48 h at 10 µM unless noted; 100 = growth as untreated, 0 = no growth, -100 = all killed.
NCI-H23 = NCI-H23 lung cancer. 4% of 80,000 active. AID 1794731
A498 = A498 renal cancer cells; 5.4% of 76,000 active; AID 1794774
NCI-H522 = NCI-H522 lung cancer. 8% of 78,000 active
NCI-H460 = NCI-H460 lung cancer | 6.8% of 82,000 active
RXF 393 = RXF 393 renal cancer cells; 6.9% of 77,000 active; AID 1794773
NCI-H226 = NCI-H226 lung cancer; 3.5% of 79,000 active; AID 1794732
NCI-H322M = NCI-H322M lung cancer. 2.7% of 80,000 active. AID 1794733
COLO 205 = COLO 205 colon cancer; 7.3% of 79,000 active; AID 1794742
HT29 = HT29 colon cancer | 7.4% of 81,000 active | AID 1794748
Numbers without * were called inactive; . = not tested or not shown; [ ] = another dose, or the depositor's remark. Rule for the calls: active = growth percent below 10; inactive = the rest.

SMILES	NCI-H23	A498	NCI-H522	NCI-H460	RXF 393	NCI-H226	NCI-H322M	COLO 205	HT29
C=C1NC(=O)C(C(C)CC)NC(=O)C2CSCC(NC(=O)CCC(=O)O)C(=O)NC(Cc3ccccc3)C(=O)NC(C)C(=O)NC(CC(C)CC)C(=O)NC(C(=O)NC(Cc3ccccc3)C(=O)N3CCCC3C(=O)N2)C(C)OC(=O)C(CO)NC(=O)C(C(O)COC)N(C)C(=O)C(C(C)C)NC(=O)C(CC(C)CC)NC1=O (stereo unspecified)	39[6 µM]	-12*[6 µM]	-19*[6 µM]	-4.1*[6 µM]	22[6 µM]	57[6 µM]	40[6 µM]	-45*[6 µM]	4.7*[6 µM]
O=C(Nc1nc2cc(C(=O)N3CCN(C(c4ccccc4)c4ccccc4)CC3)ccc2o1)c1ccc(NC2CCCCC2)c([N+](=O)[O-])c1	69	76	64	47	75	65	59	80	62
c1ncn(C23CC4CC(CC(C4)C2)C3)n1	100	113	100	116	140	117	154	103	.
Nc1nc(SCc2ccc(Cl)cc2Cl)c2[nH]cnc2n1	91	73	69	96	89	95	83	98	80
Cc1nc(-c2ccccc2)c(-c2ccccc2)nc1Br	.	108	82	112	114	105	.	108	94
Nc1nc(-c2ccccc2)c(CCCOc2ccc(NC(=O)CBr)cc2)c(=O)[nH]1	94	103	72	108	106	100	135	118	.
O=C(O)C1(Nc2ccc(Br)cc2)C=C(c2ccccc2)C(O)(c2ccccc2)C1 (stereo unspecified)	53	55	50	52	99	72	94	111	58
NCc1cc(Br)cc(Br)c1O	106	96	93	87	90	92	91	101	110
Cc1ccc2nc(-c3ccc(C(=O)O)cc3)n(CC(=O)NNC(=O)c3ccncc3)c2c1	111	77	94	103	117	94	102	119	109
CCOC(=S)SCCc1ccccc1	99	104	77	105	108	90	105	111	86
CC(C)=Cc1cc(-c2cc(C=C(C)C)on2)no1	107	111	97	112	131	116	116	112	101
N#Cc1c(-c2ccccc2)nc(SC(=O)CCNc2ccccc2)[nH]c1=O	93	103	79	109	98	87	99	107	124
CCOC(=O)c1ccc(NC(=O)CSC(CC(=O)c2sc(Nc3ccccn3)nc2C)c2ccccc2F)cc1 (stereo unspecified)	.	-1.5*	-23*	-41*	-12*	4.7*	18	-34*	-28*
CC(=O)/C=C(\CC(C)C)OC(=O)c1ccccc1	81	102	95	110	87	99	87	116	116
O=S(=O)(/N=c1/n(-c2ccccc2)nc2n1CCN2C1=NCCN1)c1ccc(-c2ccccc2)cc1	101	83	106	95	88	101	104	109	100
CCOc1ccc(/C=N/NC(=O)Cn2nc(Cc3ccccc3)c3onc(C)c3c2=O)cc1	37	-6.4*	11	17	.	-19*	50	29	42
C=C1C(=O)O[C@H]2[C@H]1CC/C(COC(=O)N[C@H]1C[C@H](O[C@H]3C[C@](O)(C(=O)CO)Cc4c(O)c5c(c(O)c43)C(=O)c3c(OC)cccc3C5=O)O[C@@H](C)[C@H]1O)=C\CC[C@@]1(C)O[C@@H]21	91	71	-50*	63	19	58	99	36	25
CC(=O)c1nc2ccccc2n1CCN=C(N)N	94	118	102	114	123	97	86	107	.
Cc1ccccc1C1N=C2Oc3ccccc3C=C2C(=O)N1 (stereo unspecified)	49	-12*	-33*	31	-4.6*	3.5*	37	0.6*	50
COc1cc(/C=C/C(=O)c2ccc(NC(=O)CSc3nnc(-c4ccc(-c5nc6ccc(Cl)cc6[nH]5)cc4)o3)cc2)cc(OC)c1OC	101	101	76	99	84	104	100	106	106
CC(=O)OC1CCC2(C)C(CCC3C4CC=C(C(C)=O)C4(C)OC(=O)CC32)C1 (stereo unspecified)	35	.	-81*	78	-61*	45	96	2.7*	-59*
COc1cc(OC)c(C(=O)/C=C/c2ccc(C(C)C)cc2)cc1CC=C(C)C	92	131	.	86	.	88	104	111	75
CCOC(=O)CC(C(=O)OCC)N1CCCCC1 (stereo unspecified)	97	98	106	104	102	109	91	117	102
CCN(CC)c1ccc(CNc2cc(C)nc3ccccc23)cc1	27	52	53	58	69	56	80	1.9*	43
N#Cc1c(-c2cccnc2)nc(N=Nc2c(O)[nH]c3ccc(Br)cc23)[nH]c1=O	104	.	85	105	106	85	103	113	106

Remaining list, next part.
SMILES	NCI-H23	A498	NCI-H522	NCI-H460	RXF 393	NCI-H226	NCI-H322M	COLO 205	HT29
OCC1CSC(=S)N1Cc1ccccc1 (stereo unspecified)	.	85	110	107	110	97	97	118	110
CC(C)(O)CN(CCCNC(=S)Nc1ccccc1)C(=S)Nc1ccccc1	96	.	97	.	116	112	111	103	104
NS(=O)(=O)c1ccc(Nc2nc(SCC(=O)c3ccc([N+](=O)[O-])cc3)nc3c2CCC3)cc1	96	.	90	102	39	84	101	112	111
CC1(C)C(OS(C)(=O)=O)C(C)(C)C1OS(C)(=O)=O (stereo unspecified)	103	103	97	111	109	102	96	104	100
O=C(CCN1CCCC1)Nc1ccc2c(NCCCc3ccccc3)c3ccccc3nc2c1	15	.	-50*	-72*	5.6*	42	17	-50*	3.7*
Nc1ccn(C2OC3COC2C3O)c(=O)n1 (stereo unspecified)	100	97	102	104	103	100	106	101	105
Oc1ccc(F)c2cccnc12	96	.	98	114	110	106	107	126	102
CSc1c(-c2nc3ccccc3s2)c(N)nc2c(C(N)=O)c(Nc3ccccc3)nn12	97	.	97	101	110	73	97	114	107
CCN(CC)CCCCCNc1cc(OC(=O)c2ccccc2)cc2cccnc12	92	81	124	163	.	118	102	17	20
CC1SC(c2ccccc2)N(CCc2cccs2)C1=O (stereo unspecified)	51	68	31	66	62	.	90	67	65
O=c1c2nc(-c3ccccc3)oc2nc2nc(-c3ccccc3)[nH]n12	96	92	85	104	94	87	94	108	100
C/C(=C(/C)C1CC1CCNS(=O)(=O)c1ccc(C)cc1)c1ccc2c(c1)OCO2 (stereo unspecified)	88	94	83	100	95	85	94	117	101
CC(=O)OCC1O[C@@H](Oc2ccc3c(c2)CC[C@@H]2[C@@H]3CC[C@]3(C)C(=O)CC[C@@H]23)C(OC(C)=O)[C@@H](OC(C)=O)[C@H]1OC(C)=O (stereo partly specified)	95	101	83	101	106	94	96	125	82
CCN(CC)C(=Nc1ccc(Cl)c(Cl)c1)SC(NC=O)=C(Cl)Cl	96	67	75	94	107	98	87	98	94
Cc1cc(=O)oc2cc(OCCCCOc3ccc(/C=C/C(=O)Nc4ccccc4Cl)cc3)ccc12	98	111	103	119	.	106	100	134	111
CCCCCCCCCCCC1=NC(C)(C)CN1C(C)C	50	77	43	50	5.6*	89	98	-54*	0.4*
CC(C)CC(C#N)C(N)=O (stereo unspecified)	100	119	95	106	123	110	93	102	97
COc1ccc(C2=Cc3ccc(OC(C)=O)cc3OC2)cc1	96	82	75	103	95	91	92	110	97
Cc1cc(-c2nnc(/C=C/c3ccc4c(c3)OCO4)o2)n[nH]1	78	73	15	84	85	95	67	62	23
COC(=O)C1(C(=O)Nc2ccc([N+](=O)[O-])cc2)CCCO1 (stereo unspecified)	101	103	102	105	122	113	115	108	106
COc1cc(C2=[N+](C)CCc3cc4c(cc32)OCO4)cc(OC)c1OC	98	111	86	92	112	102	114	109	94
COc1cc(C)c2ccccc2n1	.	92	96	106	108	100	.	110	100
Cc1nn(-c2ccc(Cl)cc2)c2c1C(c1ccc([N+](=O)[O-])cc1)C(C#N)=C(N)O2 (stereo unspecified)	97	.	95	106	122	101	102	108	108
COC(=O)C(=O)C1CCc2c(Cl)cc(OC)c(OC)c2C1=O (stereo unspecified)	108	50	105	102	100	94	106	100	101
N#C/C(=C\c1ccc(N(c2ccccc2)c2ccccc2)cc1)C(N)=O	56	-100*	74	5.5*	.	-83*	93	20	31
CCCCCCOC(=O)c1cc(-c2ccc(F)cc2)nc2ccccc12	90	76	83	103	97	91	95	107	96
COc1cc2nc(SCc3nnc(NC(=O)c4ccc(Br)cc4)s3)n(-c3ccc(Cl)cc3)c(=O)c2cc1OC	86	92	90	65	91	95	98	114	102
O=C1C=C(NCCNCCO)C(=O)c2ccccc21	69	109	53	48	93	99	76	97	83

A few values from above.
Reading of `CC(=O)OCC1O[C@@H](Oc2ccc3c(c2)CC[C@@H]2[C@@H]3CC[C@]3(C)C(=O)CC[C@@H]23)C(OC(C)=O)[C@@H](OC(C)=O)[C@H]1OC(C)=O` (stereo partly specified) in NCI-H460: 101
Reading of `COc1ccc(C2=Cc3ccc(OC(C)=O)cc3OC2)cc1` in HT29: 97

In the list so far, these contain two or more sulfur atoms:
SMILES	NCI-H23	A498	NCI-H522	NCI-H460	RXF 393	NCI-H226	NCI-H322M	COLO 205	HT29
CCOC(=S)SCCc1ccccc1	99	104	77	105	108	90	105	111	86
CCOC(=O)c1ccc(NC(=O)CSC(CC(=O)c2sc(Nc3ccccn3)nc2C)c2ccccc2F)cc1 (stereo unspecified)	.	-1.5*	-23*	-41*	-12*	4.7*	18	-34*	-28*
OCC1CSC(=S)N1Cc1ccccc1 (stereo unspecified)	.	85	110	107	110	97	97	118	110
CC(C)(O)CN(CCCNC(=S)Nc1ccccc1)C(=S)Nc1ccccc1	96	.	97	.	116	112	111	103	104
NS(=O)(=O)c1ccc(Nc2nc(SCC(=O)c3ccc([N+](=O)[O-])cc3)nc3c2CCC3)cc1	96	.	90	102	39	84	101	112	111
CC1(C)C(OS(C)(=O)=O)C(C)(C)C1OS(C)(=O)=O (stereo unspecified)	103	103	97	111	109	102	96	104	100
CSc1c(-c2nc3ccccc3s2)c(N)nc2c(C(N)=O)c(Nc3ccccc3)nn12	97	.	97	101	110	73	97	114	107
CC1SC(c2ccccc2)N(CCc2cccs2)C1=O (stereo unspecified)	51	68	31	66	62	.	90	67	65
COc1cc2nc(SCc3nnc(NC(=O)c4ccc(Br)cc4)s3)n(-c3ccc(Cl)cc3)c(=O)c2cc1OC	86	92	90	65	91	95	98	114	102
